Screens: PubChem BioAssay, several laboratories
AGP1-GFP MLPCN: alters AGP1-GFP fluorescence in TOR pathway yeast screen | S. cerevisiae AGP1-GFP multiplex flow cytometry, 3 h; GFP as percent of DMSO wells | GFP response vs DMSO, % at 10 µM | AID 2066 | 320,000 tested, 0.02% active;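 active means GFP response relative to DMSO above a set limit, near screen average plus 3 SD, cut at about 150% in these data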;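 further: median GFP channel fluorescence of the gated AGP1 strain per well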
CIT2-GFP yeast: yeast TOR pathway CIT2-GFP modulation. S. cerevisiae CIT2-GFP strain, flow cytometry, 3 h; 100 means same as DMSO wells. GFP response vs DMSO, % at 10 µM. 320,000 tested, 0.065% active;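 active means GFP response relative to DMSO above a set limit, near the screen mean plus 3 SD, cut at about 150% in these data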;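 further: ratio of well median GFP fluorescence to mean of DMSO wells on the plate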
MEP2-GFP yeast: alters MEP2-GFP fluorescence in TOR pathway yeast screen; S. cerevisiae MEP2-GFP strain, flow cytometry GFP, 3 h; 100% = DMSO control level; GFP response vs DMSO, % at 10 µM; 330,000 tested, 0.51% active; AID 2016;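 active means GFP response versus DMSO above a set limit, roughly screen mean plus 3 SD, cut at about 180% in these data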;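 further: median GFP fluorescence of the barcode-gated MEP2-GFP cells per well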
AHR act: activators of human aryl hydrocarbon receptor. 320,000 tested, 2.5% active. AHR-responsive luciferase reporter cells, luminescence. AID 2796. P35869. activation, % at 5 µM; in the data active means activation above about 47%;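 further: 0% = vehicle wells and 100% = reference agonist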
proCasp7 act: counter-screen for procaspase-3 activators: activators of human procaspase-7; P55210; recombinant procaspase-7, Ac-DEVD-pNA absorbance 405 nm; D23A/D198A/D206A triple mutant, cannot self-cleave; scale: DMSO 0, 5 µM enzyme 100; activation, % at 8.5 µM; 330,000 tested, 0.093% active; AID 463210;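 active means percent activation above the screen-wide mean plus 3 SD, cut at about 25% in these data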
Target sequence (P55210 whole entry D23A/D198A/D206A): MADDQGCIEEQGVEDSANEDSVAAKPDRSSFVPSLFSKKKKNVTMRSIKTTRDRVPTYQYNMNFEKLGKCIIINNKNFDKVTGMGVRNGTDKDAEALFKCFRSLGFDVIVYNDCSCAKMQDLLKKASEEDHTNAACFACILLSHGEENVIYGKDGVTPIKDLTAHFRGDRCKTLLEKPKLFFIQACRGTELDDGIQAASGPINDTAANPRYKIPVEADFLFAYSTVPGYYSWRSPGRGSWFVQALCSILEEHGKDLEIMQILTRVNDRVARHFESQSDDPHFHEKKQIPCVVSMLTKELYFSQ
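Assay system – Uncleavable procaspase-7 mutant enzyme · Quantity – 2 µM procaspase-7 mutant as dispensed · Times – 1 h preincubation, 2 h reaction · Dosing – single nominal 8.5 µM compound dose, 0.8% DMSO final · Buffer or medium – Zinc-free 50 mM HEPES buffer, pH 7.4, with NaCl and Triton X-100 · Detection – Epi-absorbance of released pNA at 405 nm, two timepoints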
LAP4-GFP MLPCN: yeast TOR pathway LAP4-GFP modulation; S. cerevisiae LAP4-GFP multiplex, flow cytometry GFP, 3 h; median GFP as percent of DMSO wells; GFP response vs DMSO, % at 10 µM; 320,000 tested, 0.34% active; AID 2023;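 active means GFP response vs DMSO above a set limit, about the screen mean plus 3 SD, cut at about 150% in these data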
proCasp3 act: procaspase-3 (human) activation; P42574; recombinant procaspase-3 D3A, Ac-DEVD-pNA absorbance 405 nm; activation, % at 8.5 µM; 330,000 tested, 0.11% active; AID 463141;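 active means activation above the mean of all tested compounds plus 3 SD, cut at about 21% in these data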;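 further: 0% = DMSO alone and 100% = DMSO wells spiked with extra 5 µM PC-3 D3A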
Target sequence (P42574 whole entry D9A/D28A/D175A): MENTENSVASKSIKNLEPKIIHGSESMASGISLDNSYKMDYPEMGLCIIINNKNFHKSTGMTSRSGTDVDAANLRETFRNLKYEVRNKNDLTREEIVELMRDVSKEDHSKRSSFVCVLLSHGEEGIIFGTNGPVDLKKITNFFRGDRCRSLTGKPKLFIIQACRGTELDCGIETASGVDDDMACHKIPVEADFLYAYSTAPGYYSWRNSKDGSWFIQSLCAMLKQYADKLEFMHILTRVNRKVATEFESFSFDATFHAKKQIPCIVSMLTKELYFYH
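Compound: 8.5 µM single point, 0.8% DMSO / Material: Autoprocessing-dead procaspase-3 D3A mutant enzyme / Timing: 1 h preincubation plus 2 h reaction at 25 °C / Medium: Zinc-free HEPES/NaCl buffer with 0.01% Triton X-100 at pH 7.4 / Technique: 405 nm absorbance of p-nitroaniline, reads at 0 and 120 min / Repeats: one well per compound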
RPL19A-GFP yeast: alters RPL19A-GFP fluorescence in TOR pathway yeast screen; S. cerevisiae RPL19A-GFP strain, flow cytometry, 3 h; active compounds read low; percent response vs DMSO, % at 10 µM; 330,000 tested, 0.3% active;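 active means percent response vs DMSO below 50%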;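 further: median channel GFP fluorescence of the barcoded RPL19A-GFP strain; ratio of sample median GFP to plate DMSO average so 100% = DMSO; lower means less RPL19A-GFP as with rapamycin TOR inhibition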
* hit, by the source's call; / = not tested or not shown.

SMILES	AGP1-GFP MLPCN	CIT2-GFP yeast	MEP2-GFP yeast	AHR act	proCasp7 act	LAP4-GFP MLPCN	proCasp3 act	RPL19A-GFP yeast
Cc1nc(N)c(C#N)c(-c2ccccc2Cl)c1C	95	100	105	-2	3	96	2	95
C/C(=N/NS(=O)(=O)c1ccc(Cl)cc1)c1ccc2c(c1)OCO2	93	92	93	2	2	99	-4	94
Cc1c(C)c(C)c(C(=O)c2ccc(NC(=O)c3ccccc3C(=O)O)cc2)c(C)c1C	95	99	97	2	-1	92	2	105
COc1ccc(Cl)cc1NC(=O)c1cccc(NC(=O)CCC(=O)O)c1	89	92	91	6	7	83	3	96
O=C(NNc1cccc(Cl)n1)c1ccc(Cl)nc1	110	107	104	-6	9	100	-1	111
On1ccccc1=S	99	100	111	-5	-32	260*	-24	97
O=C(Nc1ccc2ccccc2c1)NC1CCS(=O)(=O)C1 (configuration not stated)	102	104	104	14	-9	89	-1	103
O=C1NC(=NCc2ccccc2)S/C1=C\c1ccccc1	97	94	96	12	-4	102	-1	100
COc1cc(CC(=O)OCC(=O)NC2CCCCC2C)cc(OC)c1OC (configuration not stated)	96	96	93	0	11	93	4	94
CSCCC(NS(=O)(=O)c1ccc2ccccc2c1)C(=O)O (configuration not stated)	97	95	86	-1	-2	/	-3	97
COc1ccc(NC(C)C(=O)N/N=C/c2cc(Br)ccc2OC)cc1 (configuration not stated)	98	97	88	6	5	93	-1	96
COc1cc(CN2CCNC(=O)C2CC(=O)N(C)CCCN2CCOCC2)cc(OC)c1 (configuration not stated)	95	97	98	0	9	90	6	101
O=C(O)CCn1cnc2ccccc2c1=O	99	106	106	2	13	105	3	104
O=C(O)/C=C/C(=O)Nc1ccc(Oc2ncnc3cc(Cl)ccc23)nc1	105	93	102	3	0	111	-16	97
CCOC(=O)c1ccc(NC(=O)CNC(=O)C23CC4CC(CC(C4)C2)C3)cc1	99	94	103	0	-8	97	3	96
COc1ccc(NC(=O)c2cccc(S(=O)(=O)Nc3ccc(Br)cc3)c2)cn1	97	105	106	4	-2	89	-2	98
COc1cc(/C=C2\SC(=Nc3ccc(N4CCOCC4)cc3)N(C)C2=O)ccc1OC(C)C(=O)O (configuration not stated)	100	101	111	2	-3	99	-3	104
COc1ccc([C@@H]2CC=C(C(=O)O)[C@H](c3ccccc3)N2S(=O)(=O)c2ccccc2C)cc1	82	100	88	0	-2	131	-2	98
CCC(C)c1ccc(NC(=O)c2ccco2)cc1 (configuration not stated)	98	102	103	/	/	97	/	102
O=C(CN1C(=O)S/C(=C/c2cccnc2)C1=O)N1CCOCC1	101	107	107	-2	-9	104	-10	104
O=C(/C=C/c1ccc(Cl)cc1Cl)NCCSCc1ccccc1	92	95	99	10	3	89	-2	100
Cc1ccc(C2SCCN2C(=O)c2ccc([N+](=O)[O-])cc2)cc1 (configuration not stated)	96	90	107	-1	6	92	-2	105
Cc1[nH]n(-c2ccccc2)c(=O)c1C=Nc1ccc2[nH]c(=O)[nH]c2c1	97	94	94	3	-2	93	2	99
Cn1c(SCC(=O)NC2CCCC2)nnc1C(F)(F)F	94	87	96	-1	2	93	5	90
NC(=S)Nc1ncc(C(F)(F)F)cc1Cl	103	105	113	-5	-18	114	-1	101

Next section, starting with the last 2 of the part before.
SMILES	AGP1-GFP MLPCN	CIT2-GFP yeast	MEP2-GFP yeast	AHR act	proCasp7 act	LAP4-GFP MLPCN	proCasp3 act	RPL19A-GFP yeast
Cn1c(SCC(=O)NC2CCCC2)nnc1C(F)(F)F	94	87	96	-1	2	93	5	90
NC(=S)Nc1ncc(C(F)(F)F)cc1Cl	103	105	113	-5	-18	114	-1	101
Cc1cccc(C)c1NC(=O)CC(NCc1ccco1)C(=O)O (configuration not stated)	98	107	111	1	-12	93	0	98
Cc1ccc(S(=O)(=O)Oc2ccc(C3C4=C(CCCC4=O)OC4=C3C(=O)CCC4)cc2)cc1	95	89	98	3	3	92	4	92
COc1ccc(C2/C(=C(/O)c3ccc4c(c3)CC(C)O4)C(=O)C(=O)N2Cc2cccnc2)cc1 (configuration not stated)	98	108	98	1	-53	93	-3	100
Cc1cc(C(=O)N/N=C/C(Cl)=C/c2ccccc2)c(C)o1	111	104	108	35	-4	113	-8	114
Cc1cc(N2CCN(c3nc4ccccc4s3)CC2)n2ncnc2n1	97	88	95	-3	1	108	-3	93
Cn1cnc([N+](=O)[O-])c1SCCO	98	92	99	0	-4	107	0	97
O=C(OCc1nnc(-c2ccccc2)o1)c1cccc(S(=O)(=O)N2CCOCC2)c1	112	113	103	-2	8	108	-3	106
Cc1ccccc1OC(C)C(=O)NCc1cccnc1 (configuration not stated)	90	95	95	2	20	92	-2	96
COc1ccccc1CNC(=O)C1CCCCN1S(=O)(=O)c1ccccc1 (configuration not stated)	95	96	96	5	13	89	9	101
O=C(Nc1cccc(S(=O)(=O)N2CCCCC2)c1)C1CC(=O)N(Cc2ccco2)C1 (configuration not stated)	104	110	102	4	8	98	4	101
O=C(COc1cc(Cl)c(Cl)cc1Cl)Nc1ccncc1	101	93	104	-3	14	102	2	92
COC(=O)CC1(C(=O)OC)Oc2ccc(Br)cc2C(=O)N1c1ccc(Br)cc1Cl (configuration not stated)	94	93	93	-2	8	121	4	98
Cc1cccc(C(=O)Nc2ccc(N3CCN(c4ccc(C(F)(F)F)cn4)CC3)nc2)c1	101	93	96	-1	9	107	-6	95
CCNC(=S)NS(=O)(=O)c1ccccc1	110	104	103	1	-13	99	-5	94
CC(C)c1cc(C(=O)O)c2ccccc2n1	95	107	104	1	3	107	3	104
O=C(O)Cc1ccc(NC(=O)c2ccc(NC(=O)C3CC3)cc2)cc1	92	93	97	2	4	93	2	98
CCOc1ccc(NC(=O)COc2ccccc2C(=O)NCc2ccccc2)cc1	93	97	97	7	-6	96	-31	94
Cc1cc(C)nc(NC(=O)c2ccc(Cl)c(Cl)c2)n1	103	102	103	38	5	105	5	100
C=CCNc1nc(Nc2ccc(OC)cc2OC)nc(OCC)n1	96	104	107	5	3	99	-7	99
O=C(O)CCCCCCNC(=O)c1cncc(O)c1	93	94	102	0	4	93	5	94
CCc1nnc(NC(=O)CSc2nnc(C3CC3)n2C)s1	101	99	97	3	-5	98	8	99
COc1ccc(N(CC(=O)NCc2ccccc2C)S(=O)(=O)c2ccc(C)cc2)cc1OC	106	108	108	-1	1	98	6	103
COc1cc(-c2c(C#N)c(=O)[nH]c3c2c(C)nn3-c2ccccc2)ccc1O	102	92	99	2	7	110	0	100
Cc1cc(C)cc(N2CN=c3s/c(=C\c4ccco4)c(=O)n3C2)c1	94	92	99	1	-2	95	-3	96
Cc1ccc(CNS(=O)(=O)c2ccc(C(C)(C)C)cc2)n1C	88	94	98	2	-15	104	-4	88

A section from the list above, for reference:
SMILES	AGP1-GFP MLPCN	CIT2-GFP yeast	MEP2-GFP yeast	AHR act	proCasp7 act	LAP4-GFP MLPCN	proCasp3 act	RPL19A-GFP yeast
COc1ccc(N(CC(=O)NCc2ccccc2C)S(=O)(=O)c2ccc(C)cc2)cc1OC	106	108	108	-1	1	98	6	103
COc1cc(-c2c(C#N)c(=O)[nH]c3c2c(C)nn3-c2ccccc2)ccc1O	102	92	99	2	7	110	0	100
Cc1cc(C)cc(N2CN=c3s/c(=C\c4ccco4)c(=O)n3C2)c1	94	92	99	1	-2	95	-3	96
Cc1ccc(CNS(=O)(=O)c2ccc(C(C)(C)C)cc2)n1C	88	94	98	2	-15	104	-4	88

More results
SMILES	AGP1-GFP MLPCN	CIT2-GFP yeast	MEP2-GFP yeast	AHR act	proCasp7 act	LAP4-GFP MLPCN	proCasp3 act	RPL19A-GFP yeast
CN1C(=S)SC(/[N+]([O-])=C\c2ccc(Cl)cc2)C1(C)C (configuration not stated)	96	104	98	1	4	93	1	98
Cc1ccc(C)c(S(=O)(=O)Nc2ccc(C(=O)NCCCN3CCOCC3)cc2)c1	109	97	97	0	-3	112	4	105
Cc1nnc(NC(=O)c2sc3nc(-c4cccs4)cc(C(F)(F)F)c3c2N)s1	107	97	112	18	-4	108	-7	100
CCN1C(=O)[C@H]2[C@@H](c3ccc(C)cc3)N3C(=O)N(c4cccc(F)c4)C(=O)[C@@]3(Cc3ccc(Cl)cc3)[C@H]2C1=O	92	110	89	4	-8	107	-2	104
COc1cc2c(cc1OC)-c1nnc(-c3cccs3)n1C1(CCCC1)C2	101	97	97	12	1	100	-2	101
Cc1ccc(CN2C(=O)CCC2C(=O)NCc2ccccc2Cl)cc1 (configuration not stated)	94	92	96	2	4	100	-3	94
Cc1ccc(-n2c(O)c(C=NCc3ccccn3)c3ccccc3c2=O)cc1C	99	104	107	-6	4	100	6	104
C=CCn1c(SCC(=O)Nc2ccc(Cl)cn2)nnc1C1CC1	95	103	89	27	-1	69	14	101
Cc1ccc(CN2CCN(CC(=O)NC(C)c3ccc4c(c3)OCCO4)C2=O)cc1 (configuration not stated)	100	82	90	3	1	90	3	101
CNC(=S)Nc1ccc(OC)c(OC)c1	109	107	101	-1	10	99	-2	105
O=C(COc1ccccc1)Nc1cccc2c1CCCC2	87	77	92	12	12	88	6	89
O=C(CCCc1nc(-c2ccccc2Cl)no1)NC1CCCC1	101	111	102	-12	1	91	5	99
C=CCn1c(SCC(=O)Nc2c(C)nn(Cc3ccccc3)c2C)nnc1C(O)c1ccccc1 (configuration not stated)	105	105	106	0	-4	103	8	106
O=C(O)c1cccc(Cn2c(Cl)c(/C=N/NC(=O)c3ccco3)sc2=O)c1	101	105	99	3	-26	94	1	96
CCOc1ccc(-n2ccc(=O)c(C(=O)Nc3ccc(S(=O)(=O)Nc4ncccn4)cc3)n2)cc1	106	110	100	0	4	101	-1	102
CN(C)CCCN(Cc1cc2cc3c(cc2[nH]c1=O)OCO3)C(=S)Nc1ccccc1	97	86	93	6	-7	120	11	105
CCOC(=O)c1cc2c(ccc3ccccc32)oc1=O	79	106	104	2	1	92	-2	100
CCOC(=O)C1=NNC(C(=O)c2ccc(Cl)cc2)C1c1ccccc1 (configuration not stated)	102	105	105	5	7	99	-2	101
COc1cccc(C2c3[nH]c4ccccc4c3CCN2C(=O)Cn2cncn2)c1OC (configuration not stated)	100	92	100	14	17	100	5	96
Cc1cc(Nc2c(C#N)c(N)nn2C)ccc1F	106	103	102	9	3	99	1	106
Cn1ncc([N+](=O)[O-])c1C(=O)Nc1nc2ccccc2n1CCN1CCCCC1	101	106	105	1	11	97	8	101
O=C(Nc1nc(-c2ccc(Cl)cc2)cs1)C1CCCO1 (configuration not stated)	92	103	99	3	-4	104	3	99
CC(=O)c1c(C)[nH]c(C(=O)COC(=O)COc2ccccc2)c1C	103	97	101	1	7	100	9	97
COc1ccc(OC)c(NC(=O)c2ccc(NC3=NC4CS(=O)(=O)CC4S3)cc2)c1 (configuration not stated)	102	99	88	-1	12	95	6	98
COc1cc2cc(CCOC(=O)CCCC(=O)O)oc(=O)c2cc1OC	100	100	90	-1	-2	102	-1	96
CCOC(=O)c1nc(C)sc1-c1ccnn1S(=O)(=O)c1ccc(C)cc1	104	95	96	4	6	111	2	96
O=C(NNC(=O)c1ccc(Cl)nc1)c1ccc(Br)cc1	99	108	105	-2	-3	92	-6	98
CCCCCCOc1ccc(N2C(=O)CC(SC(=NCC)NCC)C2=O)cc1 (configuration not stated)	99	78	108	1	9	92	-2	104
CC(=O)c1cccc(NC(=O)CN(c2ccccc2)S(C)(=O)=O)c1	108	114	105	6	2	111	2	108
CCCn1c2ccccc2c2nnc(SCCN3CCOCC3)nc21	103	114	109	8	-16	97	-7	108
